APJ agonist – agonists of human apelin receptor APJ, primary screen, CHO-K1 cells, PathHunter beta-arrestin, luminescence | P35414 | 0% DMSO wells, 100% apelin | activation, % at 20 µM | 330,000 tested, 0.11% active | AID 2520, 2010;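 active = activation more than six SD over the plate average, tested at 20 µM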;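 also: 0% = DMSO alone and 100% = apelin-13 at 10 nM; some results filed as inactive read as strong as hits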
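Incubation: overnight seeding, 90 min compound at 25 °C, 1 h detection; test system: PathHunter CHO-K1 APJ (AGTRL-1) beta-arrestin reporter cells; amount: 1000 cells/well; doses: one dose, 20 µM compound, 1% DMSO; measured by: beta-gal luminescence; measure: agonist-driven arrestin binding to APJ; benchmarks: negative DMSO alone, positive Apelin-13 at 10 nM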
GRIN3A LBD mod – binders of NR3A ligand-binding domain, primary screen, biophysical, differential scanning fluorimetry, uHTS; Tm shift relative to glycine control, % at 25 µM; 340,000 tested, 2.5% active; Glutamate receptor ionotropic, NMDA 3A (GRIN3A) ligand-binding domain; AID 1259313, 2017; NR3A LBD differential scanning fluorimetry, Tm shift; 0% = protein alone, 100% = glycine-bound protein;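 active = melting temperature shift of at least 10% of the positive control shift, at one fixed dose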
tim23-1 inh – growth inhibitors of tim23-1 mutant yeast, primary screen, luminescence, uHTS; S. cerevisiae tim23-1 growth, BacTiter-Glo luminescence, 24 h; inhibition, % at 20 µM; AID 463212, 2010; 330,000 tested, 1.3% active;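 active = growth inhibition of the mutant yeast at or above 50%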;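 also: temperature-sensitive mutant grown at 25 °C; plate controls were DMSO-treated mutant yeast for no effect and medium wells lacking yeast for full effect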
CHOP UPR activ – activators of apoptotic CHOP UPR arm, primary screen, cell-based, CHO-CHOP luciferase reporter, luminescence, uHTS; AID 449763, 2010; 330,000 tested, 0.34% active; UPR activation; percent of tunicamycin response over DMSO baseline; activation, % at 10 µM;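 active = at 10 µM dose, activation of 40% or more, normalized to positive control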;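 also: 100% = tunicamycin at 10 µg/mL and 0% = DMSO alone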
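Test system: CHO-CHOP cells, stable luciferase reporter of PERK-eIF2a-CHOP signalling | Quantity: 500 CHO-CHOP cells per well | Buffer or medium: F12 plus 10% serum | Compound dosing: 10 µM single point, 0.5% DMSO | Schedule: 6 h compound treatment, 37 °C | Signal: Luciferase luminescence | Control set: Tunicamycin high control, DMSO low control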
XBP1 UPR activ – activators of adaptive XBP1 UPR arm, primary screen, cell-based, CHO-XBP1 luciferase reporter, luminescence, uHTS. IRE1-XBP1 UPR activation; percent of tunicamycin response, DMSO as zero. 330,000 tested, 0.33% active. activation, % at 20 µM;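 active = versus positive control, 20 µM dose yields 30% or more activation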;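 also: 100% = tunicamycin at 10 µg/mL and 0% = DMSO only wells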
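Material: CHO cell line with stable XBP1 luciferase reporter; schedule: 16-18 h cell attachment at 37 °C, then 6 h compound exposure; signal: glow luminescence from Steady-Glo reagent; medium: serum-containing F12 medium, 10% FBS; benchmarks: tunicamycin 10 µg/mL and vehicle-only wells; read-out: percent activation relative to tunicamycin reference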
NALP3 yeast inh – NALP3 inflammasome inhibitors in reconstituted yeast, primary screen, luminescence, uHTS; 330,000 tested, 0.39% active; Yeast reconstituted NLRP3/ASC/caspase-1, beta-gal luminescence, 24 h; inhibition, % at 10 µM;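 active = inhibition of 50% or more; inactive = inhibition below 50%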;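 also: plate controls were induced DMSO wells for no effect and uninduced yeast grown without galactose for full effect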
TIM10 inh – growth inhibitors of isogenic TIM10 control yeast, primary screen, counter-screen for tim10-1 yeast inhibitor project, luminescence, uHTS | inhibition, % at 10 µM | 330,000 tested, 1.4% active | S. cerevisiae TIM10 strain growth, BacTiter-Glo luminescence, 24 h;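 active = inhibition of 40% or more at the single tested concentration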;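 also: wild-type TIM10 isogenic control strain grown at permissive 25 °C; 0% = DMSO yeast wells and 100% = minimal medium wells without yeast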
tim10-1 inh – growth inhibitors of tim10-1 mutant yeast, primary screen, luminescence, uHTS; AID 463190, 2010; 330,000 tested, 2.2% active; inhibition, % at 20 µM; S. cerevisiae tim10-1 ts strain growth, BacTiter-Glo, 24 h;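 active = inhibition of at least 40%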;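 also: mutant grown at 25 °C; 0% = DMSO wells with yeast and 100% = wells holding no yeast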
Mdm2 MdmX PPI – inhibitors of human Mdm2-MdmX association, primary screen, cell-based, luminescence, split luciferase, SaOS-2, uHTS | inhibition, % at 8 µM | SaOS-2 split-luciferase Mdm2/MdmX complementation | Protein Mdm4 (Homo sapiens) + E3 ubiquitin-protein ligase Mdm2 (Homo sapiens), … | 330,000 tested, 3% active;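 active = inhibition of at least 50% at 8 µM in the primary screen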
Target sequence (O15151 whole entry, looked up): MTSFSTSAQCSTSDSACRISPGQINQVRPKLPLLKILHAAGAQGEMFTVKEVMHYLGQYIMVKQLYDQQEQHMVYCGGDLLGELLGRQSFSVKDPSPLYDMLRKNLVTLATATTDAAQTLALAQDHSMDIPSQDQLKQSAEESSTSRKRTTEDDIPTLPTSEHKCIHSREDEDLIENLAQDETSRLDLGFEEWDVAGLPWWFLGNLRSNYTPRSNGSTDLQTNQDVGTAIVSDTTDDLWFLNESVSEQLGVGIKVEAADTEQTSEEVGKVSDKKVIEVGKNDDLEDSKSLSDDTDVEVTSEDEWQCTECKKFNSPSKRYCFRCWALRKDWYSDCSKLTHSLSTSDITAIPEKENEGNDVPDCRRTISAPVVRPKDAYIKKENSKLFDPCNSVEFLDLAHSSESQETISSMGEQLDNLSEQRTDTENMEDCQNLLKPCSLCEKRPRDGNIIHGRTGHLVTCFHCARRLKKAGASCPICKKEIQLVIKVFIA
Target sequence (Q00987 whole entry, looked up): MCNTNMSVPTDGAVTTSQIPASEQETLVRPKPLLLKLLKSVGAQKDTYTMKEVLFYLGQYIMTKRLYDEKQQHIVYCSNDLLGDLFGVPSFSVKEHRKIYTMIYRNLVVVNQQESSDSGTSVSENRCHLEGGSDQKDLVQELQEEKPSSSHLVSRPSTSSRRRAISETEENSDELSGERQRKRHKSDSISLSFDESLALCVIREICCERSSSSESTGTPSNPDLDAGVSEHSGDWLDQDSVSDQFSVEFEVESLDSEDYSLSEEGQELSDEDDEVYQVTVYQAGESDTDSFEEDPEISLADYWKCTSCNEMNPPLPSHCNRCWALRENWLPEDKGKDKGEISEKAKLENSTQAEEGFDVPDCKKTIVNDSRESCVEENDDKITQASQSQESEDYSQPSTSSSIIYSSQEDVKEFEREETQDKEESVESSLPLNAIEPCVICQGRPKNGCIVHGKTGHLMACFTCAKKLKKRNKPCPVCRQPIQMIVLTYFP
Starred values were filed as active, the others as inactive.

The first 4 compounds, ahead of the listing:
SMILES	APJ agonist	GRIN3A LBD mod	tim23-1 inh	CHOP UPR activ	XBP1 UPR activ	NALP3 yeast inh	TIM10 inh	tim10-1 inh	Mdm2 MdmX PPI
CCN1CCN(c2ccc(NC(=O)COc3ccccc3Cl)cc2)CC1	-0.3	1.5	-1.1	1.2	1.5	7.1	1.1	10.9	23.9
CCCn1nc2cc(C(=O)NCc3ccc(OC)cc3)ccc2c1OCC	2.0	-1.3	26.8	1.5	1.7	8.3	19.9	15.1	-15.5
O=C(ONC1=NCCCCC1)c1ccc(Cl)cc1	7.6	-0.2	60.8*	4.2	-0.2	27.1	87.4*	52.2*	69.8*
CCCc1cc(=O)[nH]c(Nc2ccc(O)cc2)n1	-2.0	10.0*	8.4	-1.1	-1.3	-5.4	-1.5	10.1	-21.9

Results, repeating the preview:
SMILES	APJ agonist	GRIN3A LBD mod	tim23-1 inh	CHOP UPR activ	XBP1 UPR activ	NALP3 yeast inh	TIM10 inh	tim10-1 inh	Mdm2 MdmX PPI
CCN1CCN(c2ccc(NC(=O)COc3ccccc3Cl)cc2)CC1	-0.3	1.5	-1.1	1.2	1.5	7.1	1.1	10.9	23.9
CCCn1nc2cc(C(=O)NCc3ccc(OC)cc3)ccc2c1OCC	2.0	-1.3	26.8	1.5	1.7	8.3	19.9	15.1	-15.5
O=C(ONC1=NCCCCC1)c1ccc(Cl)cc1	7.6	-0.2	60.8*	4.2	-0.2	27.1	87.4*	52.2*	69.8*
CCCc1cc(=O)[nH]c(Nc2ccc(O)cc2)n1	-2.0	10.0*	8.4	-1.1	-1.3	-5.4	-1.5	10.1	-21.9
COc1ccc(N2CCN(C(C)C(=O)Nc3nnc(C)s3)CC2)cc1 (stereo not drawn)	-2.4	-0.9	2.2	12.0	-1.0	14.8	12.0	13.4	1.0
CCOc1ncccc1C(=O)NCCc1ccc(S(N)(=O)=O)cc1	-1.1	-2.0	18.0	-0.4	-2.0	21.0	1.4	12.5	9.4
O=C(c1ccco1)N1CCN(Cc2ccc(Br)cc2)CC1	-4.8	0.5	20.4	-0.8	1.3	4.2	14.5	-1.0	-26.7
Cc1cc(C)nc(SCc2nnc(SCC(=O)Nc3ccc(C)c(C)c3)o2)n1	0.1	0.8	17.2	-0.8	1.4	0.0	1.5	24.3	15.4
Cc1ccccc1C1CC(c2ccccc2)Nc2ncnn21 (stereo not drawn)	-4.9	-1.6	16.8	-0.4	2.0	9.6	12.5	15.6	-3.1
Cc1ccc(S(=O)(=O)Nc2cccc(C(=O)N3CCOCC3)c2)cc1	-3.7	2.0	-5.5	0.1	-5.3	-1.6	-11.7	0.2	1.7
Cn1cc(CC(=O)NCCN2CCOCC2)c2ccccc21	-1.2	0.1	8.6	-1.6	-0.4	-1.1	18.7	6.7	8.6
C/C(CCC(C)C)=N\NC(=S)Nc1cc(S(=O)(=O)N2CCOCC2)ccc1N1CCOCC1	1.3	0.0	25.8	-2.3	0.3	18.3	27.2	38.9	13.4
Cc1nonc1C(=O)N/N=C/c1ccc([N+](=O)[O-])o1	-0.5	-1.1	34.4	1.2	4.4	30.8	27.8	23.4	-11.9
Cc1cc2c(cc1C)CSC(c1ccc3ccccc3c1O)SC2	2.9	14.7*	25.9	-2.0	-1.8	8.3	-6.4	13.2	39.2
Cc1ccc(S(=O)(=O)N2CCc3ccccc3C2CN2C(=O)c3ccccc3C2=O)cc1 (stereo not drawn)	-4.0	0.7	29.7	0.2	1.6	8.8	42.8*	23.2	12.4
COc1ccccc1C(CC(N)=O)c1ccco1 (stereo not drawn)	-3.7	-0.8	-2.1	1.2	-0.9	15.8	2.1	-4.0	-3.1
CC(=O)c1cccc(NC(=O)NC(C)c2ccncc2)c1 (stereo not drawn)	-3.7	-2.1	5.8	3.9	0.8	-8.9	3.7	17.4	12.0
Cc1cccnc1NC(=O)CCCNC(=O)c1ccc(Cl)cc1	-4.9	-0.5	4.7	2.2	-1.8	11.1	-1.2	-21.4	18.6
CC(=O)c1ccc(OCc2cc(=O)n3ccsc3n2)cc1	-1.1	0.8	10.2	2.0	1.6	8.1	5.2	16.2	-22.1
COc1ccccc1CCNC(=O)/C(=C/c1cccnc1)NC(=O)c1ccccc1	-2.7	-0.8	8.0	-0.8	-5.8	10.3	6.3	18.3	17.1

Results in CHOP UPR activ, XBP1 UPR activ and TIM10 inh, for 2 of the compounds above:
smiles	CHOP UPR activ	XBP1 UPR activ	TIM10 inh
CCCc1cc(=O)[nH]c(Nc2ccc(O)cc2)n1	-1.1	-1.3	-1.5
COc1ccc(N2CCN(C(C)C(=O)Nc3nnc(C)s3)CC2)cc1 (stereo not drawn)	12.0	-1.0	12.0

(next part)
SMILES	APJ agonist	GRIN3A LBD mod	tim23-1 inh	CHOP UPR activ	XBP1 UPR activ	NALP3 yeast inh	TIM10 inh	tim10-1 inh	Mdm2 MdmX PPI
Cc1ccc(C(=O)N2CCN(S(=O)(=O)N3CCCCCC3)CC2)cc1	0.1	-6.2	14.8	2.1	0.5	36.3	-14.1	-15.1	9.5
COc1cc(C2C(C#N)=C(N)OC3=C2C(=O)CCC3)ccc1OC(=O)N1CCOCC1 (stereo not drawn)	4.7	1.4	9.0	0.5	0.6	7.4	-7.6	-8.2	-13.9
Cc1cccc2sc(NC(=O)CN3C(=O)NC4(CCCC4)C3=O)nc12	-4.1	4.3	9.6	1.1	-6.5	9.0	11.6	10.8	26.6
CC1CCCCN1CC(=O)c1c[nH]c2ccccc12 (stereo not drawn)	-2.0	0.9	5.9	1.6	1.2	16.3	0.7	5.8	-16.1
O=C(O)c1c2c(nc3ccc(S(=O)(=O)N4CCC(C(=O)N5CCCCC5)CC4)cc13)CCCC2	1.0	5.3	13.5	0.3	3.3	21.7	4.5	21.7	-37.0
Cc1cccc(NC(=S)NC2CC3CCCC(C2)N3CC(C)C)c1C (stereo not drawn)	-5.0	-0.3	-3.3	-0.9	2.3	4.3	8.5	1.3	42.4
Cc1ccc(S(=O)(=O)N2CCN(C(=O)N3CCOCC3)CC2)cc1C	-2.8	-0.2	1.4	1.8	-0.3	-3.4	-0.4	16.8	-5.4
CC1(C)Cc2cccc(OCC(=O)N3CCN(S(=O)(=O)c4ccccc4)CC3)c2O1	-1.6	-0.6	19.0	-0.7	-3.5	-13.2	10.2	15.3	20.6
O=C(/C=C/c1ccc(Cl)cc1Cl)NC(=S)Nc1ccc(CN2CCOCC2)cc1	-3.4	-3.5	-16.8	6.8	28.0	9.2	-10.6	3.6	19.0
C=C(C)CSc1nc2sc3c(c2c(=O)n1C1CCCCC1)CCN(C)C3	-1.1	0.6	17.4	1.0	1.1	14.3	9.9	3.1	-12.9
Cc1cc(C(=O)Nc2sc(C)c(C)c2C#N)no1	-4.1	-0.8	27.3	0.4	3.8	32.5	11.3	42.9*	-30.7
O=C(Cn1c(=O)sc2ccccc21)NCCOc1ccccc1F	-0.3	-0.3	-2.4	-0.6	-0.5	3.6	10.3	20.6	21.4
O=C1CCCc2c1[nH]c1c(Br)cccc21	-1.8	-7.0	28.4	-2.5	-3.3	12.0	2.0	4.2	21.9
COc1ccccc1CNC(=O)COC(=O)c1cnccn1	3.0	0.1	-3.1	1.6	1.9	7.2	-6.4	-14.8	7.9
C/C(=N\N=C1\NC(=O)C(CC(=O)O)S1)c1ccccn1 (stereo not drawn)	2.6	-1.8	8.4	2.3	1.4	-0.3	9.8	-5.6	-4.9
C=CCn1c(-c2cccc(OC)c2OC)n[nH]c1=S	1.7	-2.1	3.4	-1.0	-0.9	12.0	11.0	11.4	-14.5
CC1CCCCN1C(=O)Cn1cnc2cc([N+](=O)[O-])ccc2c1=O (stereo not drawn)	-2.2	0.8	-1.7	1.1	0.0	31.6	33.8	2.6	6.9
O=C(CSc1nnc(-c2ccncc2)o1)c1cccc([N+](=O)[O-])c1	-2.1	-1.6	6.5	1.8	-1.8	-4.0	4.4	16.7	-24.7
O=C(COC(=O)CNC(=O)c1ccccc1F)Nc1ccc2c(c1)OCCO2	1.1	1.8	12.1	-0.2	0.8	8.5	-4.5	-2.4	21.1
CC1=NN(c2cccc(C(=O)O)c2)C(=O)/C1=C\C=C\c1ccco1	-4.5	4.2	22.7	4.8	0.4	-3.5	18.1	32.8	4.4
N#CCCN(C(=O)COC(=O)c1cc2ccccc2oc1=O)c1ccccc1	5.4	-0.8	-13.3	-2.9	0.8	0.9	-0.7	2.8	-3.8
COc1ccc(S(=O)(=O)NCC2CCCN(C(=O)CCSC)C2)cc1 (stereo not drawn)	-2.6	1.8	13.7	-1.1	-3.1	15.6	-7.7	2.5	13.0
CC1=C(C(=O)OC(C)C)C(c2ccc(Br)s2)NC(=O)N1 (stereo not drawn)	1.5	-2.7	13.4	0.9	-1.8	2.9	16.4	19.8	26.8
COc1ccc2[nH]cc(S(=O)(=O)c3ccc(F)cc3)c(=O)c2c1	6.8	1.6	13.1	0.5	0.1	10.7	8.6	0.2	36.3
CCC(=O)Nc1c(-c2ccccc2Cl)c(=O)c2ccccc2n1CC	-0.6	-2.2	0.0	0.5	-0.9	10.2	-2.7	1.7	-10.5
CCCC[C@@H]1CNC(=S)N1CCC12CC3CC(CC(C3)C1)C2	2.9	-17.8	36.2	-0.9	0.6	20.6	9.7	41.5*	2.2
CC(=O)c1ccc2c3c(cccc13)CC2	1.0	4.3	6.7	-2.7	1.9	10.4	1.2	6.7	10.0
O=C(COC(=O)c1n[nH]c2ccccc12)NC(=O)NC1CCCCC1	0.2	-0.2	1.4	-1.9	-2.9	10.9	-5.5	10.8	6.7
CC(=O)c1c(C)[nH]c(C(=O)CN2CCN(S(=O)(=O)c3ccccc3F)CC2)c1C	-0.8	0.3	-5.0	2.1	-2.6	15.7	1.5	-5.7	23.4
Cc1ccc2c(c1)c(CC(=O)Nc1ccc(F)cc1)c(C(=O)O)n2C	-1.2	-5.6	14.1	0.5	-0.2	13.8	15.5	11.1	-7.6
CCOc1ccc(N2C(=O)c3cccnc3C2=O)cc1	-4.2	-1.6	8.2	-0.7	-1.0	11.1	-8.9	-10.9	-16.7
CCC12CN(S(=O)(=O)c3ccc(C)cc3)CC(CC)(CN(S(=O)(=O)c3ccc(C)cc3)C1)C2=O	-5.6	-1.3	-5.0	-2.2	-0.6	11.9	7.2	17.8	11.0

Compound activity deposited in PubChem BioAssay by Sanford-Burnham Center for Chemical Genomics.
